From PubChem BioAssay
GC-B act – GC-B (human) receptor activation. P20594. HEK293-GC-B cells, CNP EC30, cGMP TR-FRET; 0% at EC30 CNP, 100% saturating CNP. activation, % at 10 µM. actives 0.11% (n = 370,000). AID 1920062;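 active = activation at 10 µM reaching about 35% in either raw or pattern-adjusted values, limit read from the data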
Target sequence (P20594 whole entry, looked up): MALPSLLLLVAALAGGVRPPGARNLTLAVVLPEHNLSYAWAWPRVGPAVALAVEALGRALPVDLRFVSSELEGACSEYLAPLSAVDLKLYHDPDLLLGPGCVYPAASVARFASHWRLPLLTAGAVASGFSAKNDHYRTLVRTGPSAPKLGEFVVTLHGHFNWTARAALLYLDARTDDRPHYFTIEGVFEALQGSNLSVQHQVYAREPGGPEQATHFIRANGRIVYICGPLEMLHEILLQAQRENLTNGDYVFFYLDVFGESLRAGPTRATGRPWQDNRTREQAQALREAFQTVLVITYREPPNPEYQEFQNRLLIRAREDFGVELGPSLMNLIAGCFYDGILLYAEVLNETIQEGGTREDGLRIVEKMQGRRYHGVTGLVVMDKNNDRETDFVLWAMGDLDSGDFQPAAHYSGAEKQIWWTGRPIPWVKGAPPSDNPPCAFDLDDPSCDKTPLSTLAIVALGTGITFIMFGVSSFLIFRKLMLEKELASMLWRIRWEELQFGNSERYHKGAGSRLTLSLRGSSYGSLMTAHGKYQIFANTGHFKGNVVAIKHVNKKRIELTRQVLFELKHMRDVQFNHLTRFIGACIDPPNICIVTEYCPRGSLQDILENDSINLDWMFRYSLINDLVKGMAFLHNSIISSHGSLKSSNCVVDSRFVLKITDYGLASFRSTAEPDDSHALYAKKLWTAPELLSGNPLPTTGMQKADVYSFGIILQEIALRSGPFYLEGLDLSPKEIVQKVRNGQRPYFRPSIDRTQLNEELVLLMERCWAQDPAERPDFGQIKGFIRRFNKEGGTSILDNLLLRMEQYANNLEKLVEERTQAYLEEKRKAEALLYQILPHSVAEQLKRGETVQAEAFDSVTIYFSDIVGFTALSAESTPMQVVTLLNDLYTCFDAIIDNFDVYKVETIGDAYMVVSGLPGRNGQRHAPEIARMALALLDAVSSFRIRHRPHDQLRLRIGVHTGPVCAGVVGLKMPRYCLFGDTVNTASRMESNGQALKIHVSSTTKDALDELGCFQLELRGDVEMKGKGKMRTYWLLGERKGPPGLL
SIAE primary – inhibitors of human sialic acid acetylesterase SIAE; Q9HAT2; SIAE FP-Rh probe binding, fluorescence polarization; inhibition, % at 9.66 µM; actives 0.69% (n = 370,000);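 active = inhibition above a cutoff: mean of compounds within the control limits plus 3 SD of those, cut at about 17% in these data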;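 note: 0% = plate median of compound wells and 100% = probe without SIAE protein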
TDP2 inh – TDP2 (human) inhibition, absorbance primary screen. AID 720702. actives 0.34% (n = 370,000). inhibition, % at 12.8 µM. O95551. recombinant TDP2, T5PNP hydrolysis, p-nitrophenol absorbance 415 nm;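 active = inhibition above the mean of all tested compounds plus 3 SD, set per campaign, cut at about 25% in these data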;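 note: 0% = DMSO with enzyme and 100% = buffer with substrate but no TDP2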
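Test system: Human TDP2 enzyme | Reagent: 5 mM T5PNP | Compound dosing: 12.8 µM single point, 1% DMSO | Incubation: Enzyme reaction with compound for 2 h at 37 °C | Technique: p-Nitrophenol epi absorbance | Read-out: % inhibition relative to enzyme-containing and enzyme-free wells | Benchmarks: High control without enzyme, low control DMSO plus TDP2 | Replicates: Singlicate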
mABHD4 FP – ABHD4 (mouse) inhibition, primary FP screen. Q8VD66. purified mABHD4, FP-Rh probe fluorescence polarization. inhibition, % at 8.92 µM. actives 0.54% (n = 370,000). AID 720543;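 active = inhibition exceeding the mean over every tested compound plus 3 SD, cut at about 30% in these data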;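 note: 0% = plate median of compound wells and 100% = S159A mutant with DMSO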
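Doses – 8.92 µM, single dose · Material – wild-type mouse ABHD4 protein · Replication – single well per compound (singlicate) · Measure – percent inhibition of probe binding, normalized to plate controls · Schedule – 45 min compound pre-incubation plus 60 min probe step, 25 °C · Detection – fluorescence polarization with parallel and perpendicular emission, 525/598 nm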
PRMT1 inh – PRMT1 (human) inhibition, primary screen; actives 1.3% (n = 370,000); recombinant PRMT1, activity-based probe fluorescence polarization; AID 652257; inhibition, % at 2.79 µM; Q99873;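 active = inhibition above about 21% made by adding two undisclosed values, limit read from the data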
rCAG RNA binder – binds r(CAG) RNA repeats; r(CAG) RNA repeat, TO-PRO-1 dye displacement fluorescence; inhibition, % at 3 µM; actives 1.3% (n = 370,000); AID 651821;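 active = inhibition above the plate cutoff, the mean of all test compounds on that plate plus 3 SD, cut at about 35% in these data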;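 note: 0% = DMSO alone and 100% = 100 µM mitoxantrone as full dye displacement; higher means more dye released from RNA so lower well fluorescence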
MBD2 DNA inh – MBD2-methylated oligo binding inhibition | Q9UBB5 | TR-FRET, MBD2 binding to methylated oligonucleotide | inhibition, % at 4.4 µM | actives 0.31% (n = 370,000) | AID 686964; in the data active = inhibition above about 13%
HTRA1 inhibitor – inhibitors of human serine peptidase HTRA1. Q92743. recombinant HTRA1, FP-rhodamine activity-based probe, fluorescence polarization. inhibition, % at 5.96 µM. actives 0.5% (n = 340,000); in the data active = inhibition above about 36%;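 note: 0% = enzyme with DMSO and 100% = wells lacking enzyme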
TCR CD3 inh – blocks the human TCR-CD3 interaction; TAMRA-labeled TCR probe fluorescence, biochemical; inhibition, % at 9.4 µM; actives 0.37% (n = 360,000); in the data active = inhibition above about 19%;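 note: recombinant mutant TCR 2C K166C tagged with TAMRA read by polarization; 0% = receptor in buffer alone and 100% = receptor with positive control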
LEDGF integ inh – blocks HIV-1 LEDGF/p75-dependent DNA integration. TR-FRET IN-LEDGF/p75 DNA integration, Eu/Cy5. inhibition, % at 3.7 µM. actives 0.64% (n = 370,000);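 active = inhibition above the screen-wide mean plus 3 SD, cut at about 13% in these data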;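 note: signal is the Cy5 over europium emission ratio at 671 and 618 nm; 0% = plate median of compound wells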
An asterisk follows results filed as active. These rows are one share of the data, so the mix of outcomes need not match the whole.

`CCOC(=O)C1CSCCS(=O)(=O)N1Cc1cccc(Cl)c1` (stereo unspecified) gave GC-B act -10.5, SIAE primary -3.6, TDP2 inh 6.0, mABHD4 FP 3.1, PRMT1 inh 0.0, rCAG RNA binder 4.6, MBD2 DNA inh 2.7, TCR CD3 inh 1.6 and LEDGF integ inh 5.7.
`O=C(NCC1CCCO1)c1ccc2c(c1)N(Cc1ccccc1)C(=O)CS2` (stereo unspecified) gave GC-B act 1.4, SIAE primary 0.6, TDP2 inh -6.2, mABHD4 FP -3.6, PRMT1 inh -1.2, rCAG RNA binder -2.6, MBD2 DNA inh -1.6, HTRA1 inhibitor 0.2, TCR CD3 inh -2.2 and LEDGF integ inh 3.0.
Screening O=C(NCCc1c[nH]c2ccccc12)OCc1cn(Cc2cccc(F)c2F)nn1 returned GC-B act 5.3, SIAE primary -3.8, TDP2 inh -1.1, mABHD4 FP -2.4, PRMT1 inh -1.1, rCAG RNA binder 4.5, MBD2 DNA inh 2.7 and LEDGF integ inh -8.0.
C[C@@H]1O[C@H](CCc2cccc(Cl)c2)CC2=C1C(=O)OC(C)(C)O2 was read as GC-B act -4.2, SIAE primary 5.0, TDP2 inh 5.8, mABHD4 FP 5.8, PRMT1 inh 2.7, rCAG RNA binder -1.6, MBD2 DNA inh -5.9, TCR CD3 inh -4.8 and LEDGF integ inh -2.7.
Screening C=C(C)CSc1nnc(CCCCCNC(=O)OC(C)(C)C)o1 returned GC-B act 3.3, SIAE primary -2.9, TDP2 inh -3.1, mABHD4 FP 1.7, PRMT1 inh 3.3, rCAG RNA binder -11.4, MBD2 DNA inh -2.4, HTRA1 inhibitor 4.6, TCR CD3 inh 0.0 and LEDGF integ inh 2.2.
For C/C(O)=c1/cnc2nc3ccccc3n2c1=O the results were GC-B act -0.3, SIAE primary -2.4, TDP2 inh -6.8, mABHD4 FP 5.8, PRMT1 inh -3.6, rCAG RNA binder -1.7, MBD2 DNA inh 1.7, HTRA1 inhibitor 8.2, TCR CD3 inh -1.2 and LEDGF integ inh -0.8.
`CCOC(=O)C1(N(CC)CC)Sc2cc(C)ccc2NC1=O` (stereo unspecified) gave GC-B act -0.9, SIAE primary -7.7, TDP2 inh -6.8, mABHD4 FP -5.2, PRMT1 inh 4.0, rCAG RNA binder -4.5, MBD2 DNA inh 2.6, HTRA1 inhibitor -21.6, TCR CD3 inh -6.6 and LEDGF integ inh 2.8.
`COc1ccc(N2C(=O)C(CC(=O)O)S/C2=C\C(C)=O)cc1` (stereo unspecified) gave GC-B act -2.3, SIAE primary 1.8, TDP2 inh 7.3, mABHD4 FP 0.8, PRMT1 inh 1.8, rCAG RNA binder 2.9, MBD2 DNA inh -3.6, HTRA1 inhibitor 7.2, TCR CD3 inh 0.5 and LEDGF integ inh -2.7.
Screening O=C(O)CC/C(=C/c1cccc(NC(=O)c2ccccc2Cl)c1)c1nc2ccccc2s1 returned GC-B act -1.4, SIAE primary -24.6, TDP2 inh 4.2, mABHD4 FP -32.8, PRMT1 inh 0.4, rCAG RNA binder 71.5*, MBD2 DNA inh -4.3, HTRA1 inhibitor -95.5, TCR CD3 inh 9.0 and LEDGF integ inh 3.9.
`COc1ccccc1NS(=O)(=O)c1ccc(Cl)c(NC(=O)c2sc3cc(Cl)ccc3c2Cl)c1` gave GC-B act 1.6, SIAE primary 0.8, TDP2 inh 5.5, mABHD4 FP 2.4, PRMT1 inh 2.8, rCAG RNA binder 0.4, MBD2 DNA inh 2.0, HTRA1 inhibitor -5.1, TCR CD3 inh -8.9 and LEDGF integ inh -2.3.

Among those listed so far, these contain two or more sulfur atoms.
`CCOC(=O)C1CSCCS(=O)(=O)N1Cc1cccc(Cl)c1` (stereo unspecified) gave GC-B act -10.5, SIAE primary -3.6, TDP2 inh 6.0, mABHD4 FP 3.1, PRMT1 inh 0.0, rCAG RNA binder 4.6, MBD2 DNA inh 2.7, TCR CD3 inh 1.6 and LEDGF integ inh 5.7.
`COc1ccccc1NS(=O)(=O)c1ccc(Cl)c(NC(=O)c2sc3cc(Cl)ccc3c2Cl)c1` gave GC-B act 1.6, SIAE primary 0.8, TDP2 inh 5.5, mABHD4 FP 2.4, PRMT1 inh 2.8, rCAG RNA binder 0.4, MBD2 DNA inh 2.0, HTRA1 inhibitor -5.1, TCR CD3 inh -8.9 and LEDGF integ inh -2.3.

Later entries:
Screening Cc1ccc(-c2cc(-c3ccccc3)c3c(N)c(S(C)(=O)=O)sc3n2)cc1 returned GC-B act -5.5, SIAE primary -20.1, TDP2 inh -13.6, mABHD4 FP -16.3, PRMT1 inh 17.5, rCAG RNA binder 25.8, MBD2 DNA inh -4.3, HTRA1 inhibitor -60.0, TCR CD3 inh -5.0 and LEDGF integ inh 8.3.
`CN(C1CCCCC1)S(=O)(=O)c1ccccc1` gave GC-B act 0.4, SIAE primary 4.3, TDP2 inh -1.9, mABHD4 FP -0.8, PRMT1 inh -0.7, rCAG RNA binder 0.5, MBD2 DNA inh -4.8, HTRA1 inhibitor 5.1, TCR CD3 inh 7.0 and LEDGF integ inh 0.2.
`COc1ccc(CCNC(=O)CC(Cc2ccccc2)C(=O)O)cc1OC` (stereo unspecified) gave GC-B act -2.7, SIAE primary -2.1, TDP2 inh -8.6, mABHD4 FP 3.8, PRMT1 inh 3.8, rCAG RNA binder -2.2, MBD2 DNA inh -0.6, HTRA1 inhibitor -2.6, TCR CD3 inh -1.6 and LEDGF integ inh -3.9.
`CCOC(=O)c1c(-c2ccc(F)cc2)csc1NC(=O)c1c(-c2ccccc2)noc1C` gave GC-B act 0.9, SIAE primary 1.8, TDP2 inh 6.5, mABHD4 FP -10.4, PRMT1 inh -2.3, rCAG RNA binder 1.3, MBD2 DNA inh 1.2, HTRA1 inhibitor -19.1, TCR CD3 inh 1.0 and LEDGF integ inh -0.1.
For Cc1[nH]c(C)c(S(=O)(=O)Nc2cccc(Cl)c2C)c1C(=O)N1CCCC1 the results were GC-B act 7.0, SIAE primary 7.6, TDP2 inh 6.2, mABHD4 FP 3.8, PRMT1 inh -0.1, rCAG RNA binder -4.4, MBD2 DNA inh 0.6, HTRA1 inhibitor 7.7, TCR CD3 inh 2.3 and LEDGF integ inh -0.6.
Screening Cc1ccccc1-c1cccc([C@@H]2C[C@H]3CN(Cc4cccnc4)C(=O)[C@]34CCCN24)c1 returned GC-B act -3.0, SIAE primary -4.4, TDP2 inh -0.1, mABHD4 FP -1.8, PRMT1 inh -1.9, rCAG RNA binder -0.4, MBD2 DNA inh 2.3, HTRA1 inhibitor -4.0, TCR CD3 inh 1.9 and LEDGF integ inh -3.3.
Screening COc1ccc(S(=O)(=O)N2CCCCC2)cc1NC(=O)Cc1ccc(Br)cc1 returned GC-B act -0.7, SIAE primary 7.4, TDP2 inh -8.9, mABHD4 FP 1.4, PRMT1 inh -2.1, rCAG RNA binder 2.1, MBD2 DNA inh -5.1, HTRA1 inhibitor -9.2, TCR CD3 inh -6.8 and LEDGF integ inh 3.0.
For CCCCc1nc2ccc(F)cc2cc1C the results were GC-B act -6.6, SIAE primary 8.6, TDP2 inh 4.4, mABHD4 FP 7.2, PRMT1 inh 3.3, rCAG RNA binder 0.5, MBD2 DNA inh 0.1, TCR CD3 inh -9.5 and LEDGF integ inh 0.6.
`CCOC(=O)C1CCN(S(=O)(=O)c2cccc(-c3cn4ccccc4n3)c2)CC1` gave GC-B act -2.9, SIAE primary 1.6, TDP2 inh -1.9, mABHD4 FP -6.2, PRMT1 inh 1.2, rCAG RNA binder 3.6, MBD2 DNA inh 0.4, HTRA1 inhibitor -10.5, TCR CD3 inh 6.4 and LEDGF integ inh -0.9.
`CCOC(=O)C1CCN(C(=O)C2CCN(S(=O)(=O)c3ccc4ccccc4c3)CC2)CC1` gave GC-B act -5.1, SIAE primary 3.3, TDP2 inh -3.8, mABHD4 FP 0.7, PRMT1 inh 0.7, rCAG RNA binder -8.1, MBD2 DNA inh -1.3, HTRA1 inhibitor 1.5, TCR CD3 inh 7.8 and LEDGF integ inh -5.0.
`O=C(COc1cccc2ccccc12)Nc1nc2ccccc2[nH]1` gave GC-B act -7.1, SIAE primary -6.6, TDP2 inh 0.6, mABHD4 FP -7.5, PRMT1 inh -1.5, rCAG RNA binder 6.1, MBD2 DNA inh 0.9, HTRA1 inhibitor -30.4, TCR CD3 inh 2.1 and LEDGF integ inh 4.7.
N#CCC1(O)C(=O)N(Cc2ccccc2)c2ccccc21 (stereo unspecified) was read as GC-B act -2.8, SIAE primary -6.8, TDP2 inh -2.2, mABHD4 FP -3.7, PRMT1 inh -1.0, rCAG RNA binder 2.6, MBD2 DNA inh 1.5, TCR CD3 inh 2.0 and LEDGF integ inh 76.1*.
`CCOC(=O)/C=C/c1cccc(C)c1O` gave GC-B act 1.5, SIAE primary 8.8, TDP2 inh 6.4, mABHD4 FP 0.7, PRMT1 inh -3.5, rCAG RNA binder 2.1, MBD2 DNA inh 1.3, TCR CD3 inh 4.8 and LEDGF integ inh -1.5.
COc1ccc(N2CCN(C(=O)COC(=O)c3ccc(OC(F)F)cc3)CC2)cc1 was read as GC-B act -0.4, SIAE primary -4.7, TDP2 inh 7.8, mABHD4 FP 0.3, PRMT1 inh -2.5, rCAG RNA binder 1.6, MBD2 DNA inh 2.1, HTRA1 inhibitor -0.8, TCR CD3 inh 8.3 and LEDGF integ inh 3.4.
For CCOCc1c(C(=O)N2CCN(CC(=O)Nc3ccc(F)cc3)CC2)oc2ccccc12 the results were GC-B act -2.2, SIAE primary -0.9, TDP2 inh -2.4, mABHD4 FP 1.4, PRMT1 inh 0.8, rCAG RNA binder -3.2, MBD2 DNA inh -2.8, HTRA1 inhibitor -9.3, TCR CD3 inh 0.3 and LEDGF integ inh 2.8.
Screening N#Cc1ccccc1NC(=O)c1cc(=O)c2ccccc2o1 returned GC-B act -4.9, SIAE primary 0.5, TDP2 inh -3.8, mABHD4 FP -4.5, PRMT1 inh 3.5, rCAG RNA binder -2.0, MBD2 DNA inh 4.6, HTRA1 inhibitor -0.4, TCR CD3 inh -3.9 and LEDGF integ inh -1.9.
Screening C=CCN=Cc1c(C)[nH]n(-c2ccccc2)c1=O returned GC-B act 0.8, SIAE primary -0.6, TDP2 inh 2.4, mABHD4 FP -2.6, PRMT1 inh 0.5, rCAG RNA binder 0.3, MBD2 DNA inh -3.0, HTRA1 inhibitor -1.6, TCR CD3 inh 0.0 and LEDGF integ inh 3.0.
For CCC(=O)NCCc1nc2cc(NC(=O)c3ccccc3OC)ccc2n1C the results were GC-B act 0.0, SIAE primary 2.1, TDP2 inh 3.0, mABHD4 FP 1.1, PRMT1 inh 2.1, rCAG RNA binder -2.0, MBD2 DNA inh -0.1, HTRA1 inhibitor 8.9, TCR CD3 inh 4.2 and LEDGF integ inh 1.1.
Screening CCOC(=O)[C@@]12CCCC3=C1N(CCC3)C(=O)[C@H]2CC(=O)N1CCN(C(=O)C2CC2)CC1 returned GC-B act 14.3, SIAE primary 0.2, TDP2 inh -2.5, mABHD4 FP 0.4, PRMT1 inh 1.1, rCAG RNA binder -3.7, MBD2 DNA inh -4.2 and LEDGF integ inh 4.0.
